# GPR55 activation: GPR55 agonists via beta-arrestin recruitment, primary screen, imaging, U2OS cells, beta-arrestin-GFP redistribution (AID 1961) | U2OS GPR55 beta-arrestin-GFP redistribution imaging; higher % means a stronger effect | activation, % at 10 µM, or EC50 in µM where a hit was titrated | actives 0.048% (n = 290,000);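 active = activation above 40% with more than 50 cells counted in the well; inconclusive = wells holding fewer than 50 cells, flagged as toxic or sparse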;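 note: U2OS osteosarcoma cells stably expressing GPR55 and beta-arrestin-GFP; plate controls were DMSO negative control for no effect and LPI positive control for full effect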
# KOR beta-arrestin-1: kappa opioid receptor blockers – cell-based, luminescence, uHTS (AID 1778) | KOR beta-arrestin recruitment, luminescence, antagonist mode; higher % means a stronger effect | one-dose inhibition, % at 10 µM; IC50 in µM for titrated hits | actives 0.091% (n = 290,000); in the data active = inhibition above about 50%; note: strong numbers were not always called active
# NTR1 agonist: agonists of NTR1, primary screen, imaging, U2OS cells, beta-arrestin-GFP, high content (AID 493036). P30989. NTR1-U2OS beta-arrestin-GFP spot imaging, agonist mode. activation, % at 20 µM. actives 0.17% (n = 330,000);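 active = activation at or above 40% of the spot to cytoplasm intensity ratio, with at least 20 cells analyzed; inconclusive = wells under 20 cells, flagged as cytotoxic or low count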;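 note: 0% = DMSO without peptide and 100% = 100 nM NTR1 peptide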
# Target sequence (P30989 whole entry, looked up): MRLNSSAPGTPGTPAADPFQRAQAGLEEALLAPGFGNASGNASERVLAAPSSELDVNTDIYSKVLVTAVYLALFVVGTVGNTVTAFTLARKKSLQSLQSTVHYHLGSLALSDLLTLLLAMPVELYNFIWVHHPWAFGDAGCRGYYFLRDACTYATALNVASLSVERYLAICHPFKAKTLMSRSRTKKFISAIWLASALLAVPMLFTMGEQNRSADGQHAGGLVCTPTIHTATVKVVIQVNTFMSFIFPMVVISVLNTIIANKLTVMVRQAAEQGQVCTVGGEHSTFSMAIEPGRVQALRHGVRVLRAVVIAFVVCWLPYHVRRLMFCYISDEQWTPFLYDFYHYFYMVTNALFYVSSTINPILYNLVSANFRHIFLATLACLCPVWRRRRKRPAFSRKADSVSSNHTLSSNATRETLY
# KOR beta-arrestin-2: KOR agonists, beta-arrestin recruitment, primary screen, cell-based, luminescence, uHTS (AID 1777); one-dose activation, % at 10 µM; EC50 in µM for titrated hits; actives 0.02% (n = 280,000); KOR beta-arrestin recruitment, luminescence; higher % means a stronger effect; in the data active = activation above about 50%, passing the limit was not always enough; note: a part of the inactive calls stands beside numbers as strong as those of hits
# NOD1 NF-kB reporter: NOD1 signaling inhibitors, primary screen, cell-based, luminescence, uHTS (AID 1578); actives 1% (n = 290,000); one-dose inhibition, % at 4 µM; EC50 in µM for titrated hits; NOD1-driven NF-kB luciferase reporter cells, luminescence; higher % means a stronger effect; in the data active = inhibition mostly above about 36%, no sharp cut-off; inactive = mostly below about 34%;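 note: HEK-293T reporter cells stimulated with the NOD1 agonist gamma-tri-DAP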
# GPR55 LPI antagonism: inhibition of LPI-stimulated GPR55 beta-arrestin translocation – imaging, U2OS, beta-arrestin-GFP, LPI agonist, primary screen (AID 2013). U2OS GPR55 beta-arrestin-GFP translocation imaging, LPI antagonism; higher % means a stronger effect. inhibition, % at 10 µM, or IC50 in µM where a hit was titrated. actives 0.13% (n = 290,000);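 active = spots per cell inhibited over 60%, with over 100 cells counted and total cytoplasm intensity under 500,000; inconclusive = wells with under 100 cells, flagged as likely toxic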;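 note: U2OS cells stably carrying GPR55 and arrestin-GFP stimulated by 5 µM LPI near EC80; imaged beta-arrestin-GFP aggregate spots per cell after agonist stimulation; plate controls were LPI-stimulated DMSO wells for no effect and DMSO wells without LPI for full effect; some results filed as inactive read as strong as hits; confirmed hits need IC50 under 10 µM and bright autofluorescent wells are also inconclusive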
# Rac1 GTP hydrolysis: MgcRacGAP GTPase-activating activity inhibitors, confirmation, biochemical, ADP Hunter fluorescence; MgcRacGAP-stimulated Rac1 GTP hydrolysis, ADP Hunter fluorescence; higher % means a stronger effect; GST-tagged Rac1 F28L mutant substrate; one-dose inhibition, % at 30 µM; IC50 in µM for titrated hits; actives 0.6% (n = 340,000); AID 624330;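 active = first-screen hits whose inhibition reached a set limit at any dose in the follow-up dose series; inconclusive = inhibition above the set first-screen limit but never retested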;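 note: fluorescence reports GDP produced by GAP-driven GTP hydrolysis; strong numbers were not always called active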
# UTI89 phage lysis: inhibition of K1F phage lysis, E. coli UTI89, bacterial capsule biogenesis inhibitors, alamar blue (AID 488966) | E. coli UTI89 K1F phage lysis, alamar blue, 2 h; higher % means a stronger effect | inhibition, % at 100 µM, or IC50 in µM where a hit was titrated | actives 0.02% (n = 340,000);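 active = phage lysis inhibition, versus mean bacterial control, above a set limit; inconclusive = no clear call, values can overlap the other calls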;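 note: capsule biogenesis inhibitors block K1F phage lysis so surviving cells raise fluorescence; higher fluorescence means more inhibition of phage lysis; actives were called in the ten point dose series up to 300 µM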
# GPR35 arrestin U2OS: inhibition of zaprinast-stimulated GPR35 beta-arrestin translocation – imaging, U2OS, beta-arrestin-GFP, zaprinast agonist, primary screen (AID 2058). U2OS GPR35 beta-arrestin-GFP translocation imaging, zaprinast antagonism; higher % means a stronger effect. inhibition, % at 10 µM; hits with a dose series show IC50 in µM. actives 0.052% (n = 290,000);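 active = inhibition of at least 50% with at least 30 cells and total cytoplasm GFP at most 10,000,000; inconclusive = under 30 cells or total GFP of 10,000,000 plus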
# NTR1 agonist cell count 20 µM: second read-out of NTR1 agonist, no call of its own (marks repeat the call); cell count; measured here: cell count, cytotoxicity flag
# Numbers without * were called inactive; u = inconclusive; x = not tested or not shown; [ ] = remark or other dose.
structure,GPR35 arrestin U2OS,UTI89 phage lysis,NTR1 agonist,Rac1 GTP hydrolysis,NTR1 agonist cell count 20 µM,GPR55 activation,KOR beta-arrestin-2,KOR beta-arrestin-1,GPR55 LPI antagonism,NOD1 NF-kB reporter
O=C(OCC(=O)N1CCOCC1)c1ccccc1Br,0%,0.8%,-0.2,5%,57,-0.3%,-4.7%,-18%,1%,x
Cc1cc(NC(=O)c2ccc(Br)o2)ccc1NC(=O)c1ccco1,6%,0.2%,1.7,2%,43,0.2%,-1.0%,22%,4%,-55%
COc1ccc(C(=O)CSc2nc(C)cc(=O)[nH]2)cc1C,4%,-0.1%,0.9,-1%,85,-0.1%,-4.7%,14%,10%,-8%
CCCCCCOC(=O)C1=C(C)NC(=O)NC1c1ccc2c(c1)OCO2 (stereo not drawn),2%,-1.4%,0.8,11%,39,-0.1%,-3.3%,-8%,3%,-19%
O=C(CCCCCNC(=O)N1CCn2c1nc1ccccc12)NCc1ccccc1,-15%,0.1%,2.2,11%,65,-0.2%,x,x,-5%,1%
NC(=Nc1ccccc1)Nc1ccccc1,-1%,0.4%,6.0,7%,71,0.4%,-2.9%,-24%,11%,-14%
Cc1nc(Nc2c(Cl)cccc2Cl)sc1C(=O)Nc1ccccc1,13%,0.4%,0.8,14%,75,0.2%,-3.0%,-12%,-4%,9%
O=C1Nc2ccc(S(=O)(=O)NCC3CCCO3)c3cccc1c23 (stereo not drawn),0%,-0.5%,-0.2,5%,60,0.0%,-2.3%,-6%,6%,-10%
COc1ccc(OC)c(NC(=O)c2cn(C)c(=O)c3cc(OC)c(OC)cc23)c1,4%,-1.8%,1.0,-3%,82,-0.4%,-0.9%,-6%,2%,8%
O=C(OCn1nnc2ccccc2c1=O)c1ccc(N2CCOCC2)c([N+](=O)[O-])c1,8%,2.7%,1.7,4%,35,0.2%,1.1%,x,5%,26%
O=C(CSc1ccccc1)N1CCN(C(=O)c2ccco2)CC1,6%,-0.5%,-0.3,-1%,51,0.2%,-0.1%,-17%[20 µM],7%,-22%
NS(=O)(=O)c1cccc(NC(=O)c2ccno2)c1,-1%,0.1%,0.2,-1%,99,1.1%,1.8%,16%,2%,-2%
CCOC(=O)c1cc2n(n1)C(C(F)(F)F)CC(C)N2 (stereo not drawn),12%,1.5%,-0.6,10%,36,2.4%,-3.9%,38%,27%,-28%
CC1(C)Cc2nc3sc4c(=O)[nH]cnc4c3cc2CS1,6%,9.4%,-1.1,4%,45,-0.1%,3.0%,12%,3%,-34%
Cn1c(COc2ccccc2)nnc1SCCC(=O)Nc1ccccc1,6%,1.1%,-0.8,12%,59,-0.1%,-1.3%,7%,8%,-16%
COc1ccc(NC(=O)Nc2nccs2)cc1,-5%,0.2%,-0.8,14%,59,-0.2%,1.0%,34%,-17%,-42%
COc1ccc(-c2nnc3ccc(SC)nn23)cc1,19%,3.8%,0.9,9%,79,-0.1%,1.3%,-8%,-11%,-10%
COC(=O)[C@@H]1CC(O)CN1C(=O)C12CC3CC(CC(C3)C1)C2 (stereo partly drawn),-12%,0.5%[50 µM],x,5%,x,0.0%,-0.8%,10%,4%,2%
Cc1ccc(OCc2cc(C(=O)N3CCC(c4ccccc4Cl)C3)no2)cc1C (stereo not drawn),-16%,0.2%,1.4,4%,56,-0.3%,2.8%,-44%,6%,-58%
CCOc1cccc(/C=N/NC(=O)c2cc(-c3cccn3C)n[nH]2)c1O,5%,-2.4%,-0.6,7%,32,0.2%,x,-17%[20 µM],10%,-24%
Cc1ccc(Nc2c(-c3ccccc3)nc3cnccn23)cc1,-13%,1.2%[50 µM],-0.9,15%,68,0.2%,-4.9%,-9%,6%,-43%
Cc1ccc(C(C)C)c(OCc2nnc(SCC(=O)Nc3ncc(C)s3)n2C)c1,1%,0.6%[50 µM],0.0,6%,42,-0.2%,3.1%,-28%,8%,-49%
O=C(NC1CC1)c1ccc(COc2ccc(F)cc2)o1,18%,1.6%,-0.3,12%,38,0.0%,0.8%,-4%,7%,-37%
CCOC(=O)c1sc2nc(Cc3ccc(Cl)cc3)[nH]c(=S)c2c1C,8%,-0.5%,0.3,-1%,43,0.3%,-1.7%,-9%,30%,13%
CN(C)c1nc(N(C)C)nc(N2CCCCC2)n1,10%,0.6%,1.2,6%,82,0.3%,-3.3%,5%,11%,-14%
CC(Oc1ccccc1)c1ccnc(N)n1 (stereo not drawn),-3%,1.4%,0.5,3%,64,-0.1%,-7.0%,-2%[20 µM],-9%,-12%
COC(=O)c1ccc(CSc2nc3ccccc3c(=O)n2C)o1,0%,0.2%,0.5,6%,55,-0.2%,-0.9%,-22%,-1%,-13%
O=c1[nH]c(-c2ccc3c(c2)OCO3)nc2c1sc(=S)n2-c1ccccc1,4%,-2.2%,1.0,5%,45,0.0%,-6.1%,-34%,-8%,-53%
O=C(ON=C1CCN(S(=O)(=O)c2ccccc2)CC1)c1cccc(Cl)c1,3%,0.1%,-2.3,5%,100,0.2%,-3.6%,-17%,-15%,-25%
COc1cc(CCN2C(=O)c3cccc4cccc(c34)C2=O)c(S(=O)(=O)NCCCO)cc1OC,20%,-1.6%,4.8,1%,71,-0.1%,2.7%,-15%,-3%,-14%
C/C(=N\NC(=O)CNC(=O)c1ccccc1F)c1ccco1,9%,0.4%,-0.3,2%,47,-0.2%,-1.0%,-14%,-2%,-29%
CCN(c1cccc(C)c1)S(=O)(=O)c1c(C)[nH]c(C)c1C(=O)N1CCCCC1,5%,-0.1%,-0.8,13%,60,-0.3%,-1.7%,-31%,3%,-27%
Cc1cc(NC(=O)c2cccs2)no1,-7%,0.2%,1.1,7%,53,0.0%,x,6%,2%,0%
COc1cc(/C=N/NC(=O)c2cc(-c3ccccc3)nc3ccccc23)cc(OC)c1O,-22%,0.1%,0.2,8%,51,-0.3%,-4.2%,-26%[20 µM],-10%,-15%
CC(C)CCN1CCN(Cc2ccon2)CC1CCO (stereo not drawn),-6%,0.4%,-0.8,4%,60,0.2%,5.7%,-24%,-10%,13%
O=C(c1cccnc1)N1c2ccccc2Sc2ccccc21,13%,x,1.4,x,54,0.1%,-3.0%,-17%,8%,14%
COc1ccc(NC(=O)C23CC4CC(C2)CC(n2cnc(Br)n2)(C4)C3)cc1Cl,9%,1.1%,0.1,4%,61,-0.1%,-2.1%,0%,0%,-12%
O=C1CN(C(=O)CSc2nc3ccccc3n2CCc2ccccc2)c2ccccc2N1,-9%,2.2%,3.6,-5%,74,-0.1%,-3.1%,18%,7%,21%
O=C(NCc1ccc2c(c1)OCO2)C1CCN(c2nccc(C(F)(F)F)n2)CC1,-4%,2.0%,-0.7,10%,39,-0.1%,-1.0%,-5%,2%,-5%
O=C(O)CNc1ccccc1C(=O)O,-4%,0.9%,-0.9,5%,49,-0.1%,8.7%,14%,-4%,-13%
Cc1cc(/C=C2\NC(=S)NC2=O)c(C)n1-c1cccnc1,3%,-0.7%,0.6,-1%,54,-0.2%,4.4%,-11%,2%,-15%
COc1ccc2c(C)cc(SCC(=O)Nc3ncc(Cl)cc3Cl)nc2c1,6%,1.7%,4.0,-7%,39,-0.3%,7.4%,-17%,0%,36%
CCOC(=O)CCc1c(C)c2ccc(OCC(=O)N3CCOCC3)c(C)c2oc1=O,-2%,0.0%,0.7,-10%,60,-0.1%,1.6%,-14%,3%,-14%
CCOC(=O)N1CCN(C(=O)c2ccc(N3CCCC3=O)cc2)CC1,-3%,0.3%,-4.9,5%,94,-0.4%,-2.9%,5%,10%,-5%
Cc1ccccc1C(=O)Nc1ccccc1NC(=O)c1ccccc1Br,10%,-0.2%,-0.7,2%,46,-0.1%,-1.9%,15%,16%,1%
CCC(C)NC(=O)CS(=O)Cc1nc(-c2ccccc2C)oc1C (stereo not drawn),21%,-1.2%,-0.8,4%,76,-0.1%,-1.0%,7%,0%,2%
N#CCCN1CCN(S(=O)(=O)c2ccc(S(=O)(=O)NC3CCCCC3)cc2)CC1,7%,-2.4%,-1.6,1%,70,-0.1%,-2.0%,16%,5%,-14%
COc1cc2c(cc1OC)C(c1cc(Br)c(OC)c(OC)c1)CC(=O)N2 (stereo not drawn),-5%,0.0%,2.7,45%,57,0.9%,-0.8%,-8%,8%,29%
Cn1nccc1C(=O)N1CCN(c2cccc(Cl)c2)CC1,-14%,-0.1%,0.6,12%,65,-0.2%,3.5%,-34%,10%,-17%
CCC1Oc2ccc(C)cc2N(CC(=O)NCCCN2CCOCC2)C1=O (stereo not drawn),5%,-0.4%,-0.3,1%,32,-0.4%,-0.1%,-28%,5%,-15%

# Continued.
structure,GPR35 arrestin U2OS,UTI89 phage lysis,NTR1 agonist,Rac1 GTP hydrolysis,NTR1 agonist cell count 20 µM,GPR55 activation,KOR beta-arrestin-2,KOR beta-arrestin-1,GPR55 LPI antagonism,NOD1 NF-kB reporter
COc1ccc(CNn2c(C)nc3ccccc3c2=O)cc1,6%,0.3%,-0.9,2%,49,-0.3%,3.9%,-63%,5%,6%
Cc1ccccc1CNC(=O)CC1C(=O)NCCN1Cc1c(F)cccc1Cl (stereo not drawn),9%,-0.7%,1.5,2%,93,-0.2%,14%,-14%,5%,-10%
COC(=O)c1sccc1N/N=C/c1ccc(OC)c(OC)c1OC,22%,0.8%[50 µM],0.6,9%,74,0.5%,2.4%,-23%,4%,-37%
O=C(O)c1cccc(-n2c(-c3cnccn3)n[nH]c2=S)c1,14%,-1.5%,0.7,3%,34,0.2%,0.9%,-26%,1%,23%
C=C(C)CNC(=S)N/N=C/c1c(F)cccc1F,-1%,0.8%,3.0,7%,46,0.9%,-0.1%,-35%,-9%,-22%
O=C(CC(SCCO)c1ccc([N+](=O)[O-])cc1)c1ccco1 (stereo not drawn),-3%,1.2%,6.4,-2%,55,0.2%,2.5%,-28%,14%,-16%
O=C(NC1CCCC1)C1CCN(C(=O)c2cc(Cl)ccc2Cl)CC1,-2%,0.6%,-2.0,-3%,34,u,-2.4%,-7%,8%,-10%
COc1ccccc1CNC(=O)[C@H](C)N1C(=O)N2CCc3c([nH]c4ccccc34)[C@@]2(C)C1=O,5%,7.7%,1.9,1%,79,-0.1%,-5.2%,-63%[20 µM],-10%,-9%

# Screening data (PubChem)

# Not all compounds are listed. The share of hits here may be higher or lower than overall.
